USP10 inh – inhibitors of human USP10 deubiquitinase | inhibition, % at 20 µM | AID 1645856, 2021 | 1.1% of 47,000 active | purified USP10, Ub-rhodamine fluorescence, 60 min
USP30 inh – inhibitors of human USP30 deubiquitinase. AID 1645860, 2021. inhibition, % at 25 µM. Ubiquitin carboxyl-terminal hydrolase 30 (Homo sapiens), Q70CQ3. 5.3% of 47,000 active. purified USP30, Ub-rhodamine cleavage fluorescence
USP7 inh – inhibitors of human USP7 deubiquitinase; Ubiquitin carboxyl-terminal hydrolase 7 (Homo sapiens), Q93009; 0.3% of 47,000 active; purified USP7, Ub-rhodamine cleavage fluorescence; inhibition, % at 20 µM
UCHL1 inh – inhibitors of human UCHL1 deubiquitinase | 0.2% of 47,000 active | AID 1645859, 2021 | Ubiquitin carboxyl-terminal hydrolase isozyme L1 (Homo sapiens), P09936 | purified UCHL1, Ub-rhodamine cleavage fluorescence | inhibition, % at 20 µM
Target sequence (P09936 whole entry, looked up): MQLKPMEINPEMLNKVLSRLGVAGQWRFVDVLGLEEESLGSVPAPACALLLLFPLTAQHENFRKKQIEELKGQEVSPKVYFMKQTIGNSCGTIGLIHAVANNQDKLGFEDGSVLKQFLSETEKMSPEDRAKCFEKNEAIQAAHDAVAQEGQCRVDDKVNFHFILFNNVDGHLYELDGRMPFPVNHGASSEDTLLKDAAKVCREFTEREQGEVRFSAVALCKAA
USP8 block – inhibitors of human USP8 deubiquitinase; purified USP8, Ub-rhodamine cleavage fluorescence, 30 min; Ubiquitin carboxyl-terminal hydrolase 8 (Homo sapiens), P40818; inhibition, % at 20 µM; 4.2% of 47,000 active
OTUD3 block – inhibitors of human OTUD3 deubiquitinase; OTU domain-containing protein 3 (Homo sapiens), Q5T2D3; purified OTUD3, Ub-rhodamine fluorescence, 2 h; inhibition, % at 25 µM; 0.7% of 47,000 active
Target sequence (Q5T2D3 whole entry, looked up, the tested form may be a part): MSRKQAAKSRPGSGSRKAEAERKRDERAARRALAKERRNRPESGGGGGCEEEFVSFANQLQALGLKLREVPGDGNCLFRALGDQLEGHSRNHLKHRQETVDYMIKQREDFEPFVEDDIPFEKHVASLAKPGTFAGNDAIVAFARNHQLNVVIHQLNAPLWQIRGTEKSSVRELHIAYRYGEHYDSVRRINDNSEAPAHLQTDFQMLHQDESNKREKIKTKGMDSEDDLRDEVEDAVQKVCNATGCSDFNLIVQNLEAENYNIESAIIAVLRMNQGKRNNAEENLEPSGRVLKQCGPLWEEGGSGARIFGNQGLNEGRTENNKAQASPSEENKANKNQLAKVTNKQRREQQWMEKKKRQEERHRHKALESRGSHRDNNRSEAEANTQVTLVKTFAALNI
USP28 inh – inhibitors of human USP28 deubiquitinase | Ubiquitin carboxyl-terminal hydrolase 28 (Homo sapiens), Q96RU2 | inhibition, % at 25 µM | AID 1645857, 2021 | 3% of 47,000 active | purified USP28, Ub-rhodamine cleavage fluorescence, 30 min
USP17 block – inhibitors of human USP17 deubiquitinase. Ubiquitin carboxyl-terminal hydrolase 17-like protein 5 (Homo sapiens), A8MUK1. 6.5% of 47,000 active. inhibition, % at 50 µM. purified USP17, Ub-rhodamine cleavage fluorescence, 3 h. AID 1645855, 2021
Numbers without * were called inactive; / = not tested or not shown. Rule as the data show it: active = inhibition above about 30%; inactive = the rest.

Sequence of screens: USP8 block	UCHL1 inh	USP17 block	USP30 inh	USP28 inh	OTUD3 block	USP10 inh	USP7 inh
- O=C(NC1CCCC1)N1C[C@H]2CC[C@@]3(N=C(c4ccccc4)NC3=O)[C@H]2C1
  -13	-4	-8	-9	-17	-7	2	-6
- Cc1noc(-c2ccc(SCC(=O)Nc3ccc(F)cc3)nc2)n1
  -3	1	-4	-12	-6	-3	-2	3
- C[C@@H]1Cc2cc(O)cc(O)c2C(=O)O[C@H](C)CC(=O)OC[C@@H](O)CC(=O)O[C@H](C)Cc2cc(O)cc(O)c2C(=O)O[C@H](C)CC(=O)O1
  4	6	-10	-14	-4	0	8	3
- Cc1cccc(C(=O)N2CCOCC(Cc3ccc4nccn4n3)C2)n1 (stereo not drawn)
  -7	-1	-4	8	-10	-6	-2	2
- COCCn1ccc2nc(C)c(C(=O)NCc3ccc(C)cc3)cc2c1=O
  -6	0	-5	-9	-8	-1	-2	3
- Cc1csc2nc(COc3ccccc3NC(=O)c3ccccc3)cc(=O)n12
  -17	-1	-6	-19	2	-6	-2	-3
- CC(C)Oc1ccc(C(=O)CN2C(=O)COc3ccccc3C2=O)cc1Cl
  17	6	11	30	27	14	6	12
- Cc1cnc2n1CCN(C)C21CCN(C(=O)c2ccc(Cl)cc2)CC1
  -26	-4	-5	-4	-6	-2	0	-3
- Cc1nc(-c2cccc(-c3noc(-c4ccncc4)n3)c2)cs1
  -2	0	-5	-31	-5	-1	-1	0
- COc1ccc(C(N)=O)cc1S(=O)(=O)N1CC(c2ccccc2)CC1=O (stereo not drawn)
  5	0	1	7	6	0	1	-87
- CCC(=O)c1cn(CC(=O)NCc2cccnc2)c2ccccc12
  13	0	5	3	3	7	-1	3
- Cc1nc2cc(-c3nccn3C)nn2c(N2CCC(O)(c3ccccc3F)CC2)c1C
  0	0	34*	-5	2	-16	-4	2
- Cc1cc(C)n(CC(=O)c2cccc(N)c2)n1
  23	-2	2	-6	-2	-3	1	-1
- COc1ccc(NC(=O)c2ccc(Nc3nnc(C)c4ccccc34)cc2)cc1
  1	3	23	17	66*	-3	5	7
- Cc1cccc(N2CCN(C(=O)COc3ccc4ccccc4c3)CC2)c1C
  -6	5	-8	-23	7	2	0	8

In the list so far, 2 have an aryl methoxy group:
Sequence of screens: USP8 block	UCHL1 inh	USP17 block	USP30 inh	USP28 inh	OTUD3 block	USP10 inh	USP7 inh
- COc1ccc(C(N)=O)cc1S(=O)(=O)N1CC(c2ccccc2)CC1=O (stereo not drawn)
  5	0	1	7	6	0	1	-87
- COc1ccc(NC(=O)c2ccc(Nc3nnc(C)c4ccccc34)cc2)cc1
  1	3	23	17	66*	-3	5	7

The list continues:
Sequence of screens: USP8 block	UCHL1 inh	USP17 block	USP30 inh	USP28 inh	OTUD3 block	USP10 inh	USP7 inh
- COc1ccc(C)cc1NC(=O)c1sc2ncnc(N3CCN(C)CC3)c2c1C
  12	1	1	1	-6	9	-6	-9
- O=C(Cn1ccc2ccn(Cc3ccccc3)c2c1=O)Nc1cccc(F)c1
  32*	-1	49*	18	3	4	9	6
- CC(=O)Nc1ccc(SCc2nc3ccccc3nc2C)cc1
  39*	2	5	-27	5	2	-1	1
- O=c1c2cc(Cl)ccc2ncn1Cc1csc(-c2ccccc2)n1
  28	0	22	44*	16	20	12	8
- COc1cccc(C2NC(=O)c3c(sc4c3CCN(C(C)C)C4)N2)c1O (stereo not drawn)
  -41	-154	-101	-419	-104	-100	-7	-158
- CC(C(=O)Nc1ccc([N+](=O)[O-])cc1Cl)N1CCN(C(c2ccccc2)c2ccccc2)CC1 (stereo not drawn)
  -21	-1	-11	-1	-4	1	2	1
- Cc1ccccc1Cc1nc(-c2ccnc(N3CCOCC3)c2)no1
  15	2	9	13	32*	9	0	-1
- COc1ccccc1C1CC(c2c(O)n(C)c(=O)n(C)c2=O)=Nc2ccccc2S1 (stereo not drawn)
  0	2	-4	-2	0	-4	3	3
- COc1ccccc1OCc1nc(-c2c(-c3c(Cl)cccc3Cl)noc2C)cs1
  -43	3	1	10	2	3	7	10
- O=C(Nc1ccc2ccccc2n1)C1CCCCC1
  4	0	-2	6	2	-2	4	0
- CC1CCc2c(cnc3c(C(=O)NCc4cccnc4)cnn23)C1 (stereo not drawn)
  3	3	10	4	-1	2	0	-2
- COc1cc(/C=C\C(=O)Nc2c3c(nn2-c2cccc(C)c2C)CS(=O)(=O)C3)cc(OC)c1OC
  -63	3	-2	-26	-5	-5	-5	2
- COc1cc(OC)c2c(C)c(CC(=O)N3CCN(c4ncccn4)CC3)c(=O)oc2c1
  0	-1	3	-1	-2	2	-2	0
- Fc1ccc(-n2nnc(-c3ccccc3Br)n2)cc1
  11	0	2	1	5	2	1	0
- COc1cccc(C(=O)Nc2ccc(N(c3ccccc3)C(C)C)cc2)c1OC
  4	2	-7	2	-6	1	5	5

(further entries)
Sequence of screens: USP8 block	UCHL1 inh	USP17 block	USP30 inh	USP28 inh	OTUD3 block	USP10 inh	USP7 inh
- c1coc(C2NCCc3ccccc32)c1 (stereo not drawn)
  12	-24	8	-3	6	7	-3	0
- Cc1nn(C(F)F)c(C)c1S(=O)(=O)Nc1cnn(Cc2ccc(Cl)cc2)c1
  7	0	-21	0	-3	-1	-1	-6
- COc1ccccc1CNc1nc(N2CCCC2)nc2c1cnn2C
  -49	6	-13	-12	12	-3	-1	-26
- Cc1cc(Nc2ccc(C(=O)NCc3ccco3)cc2)n2nc(-c3cccnc3)nc2n1
  11	3	75*	30*	11	0	5	15
- Cc1noc(-c2cccn(Cc3ccccc3C#N)c2=O)n1
  24	4	18	16	10	15	1	6
- Cn1c(=O)c2c(-c3ccccc3)n(CCCN3CCOCC3)cc2n(C)c1=O
  -21	-1	-7	-6	-6	-2	-2	0
- c1ccc(CSc2ccc3nnc(-c4cccnc4)n3n2)nc1
  -173	-2	-17	0	-3	0	2	0
- CCc1cccc(C)c1NC(=O)Cn1cc2c(n1)CCC(C)C2 (stereo not drawn)
  23	3	11	13	18	16	0	4
- Cc1c(C(=O)N2CCCCC2)cnn1-c1ncccc1-c1nc(C2CC2)no1
  21	3	14	15	7	8	3	1
- CN1CCc2cc(C(=O)NCC3CC3)c(NCC3CC3)nc2CC1
  -53	1	0	20	16	10	-1	-29
- COc1cccc(CNCC(O)(c2ccccc2)c2ccc(Cl)cc2)c1 (stereo not drawn)
  13	6	8	24	15	15	6	-26
- CCN1CC[C@@H]2[C@H]1C(=O)N(C)[C@@H](Cc1ccccc1)C(=O)N2C
  2	-1	-3	-7	-4	-2	0	2
- O=S(=O)(NCCn1c(-c2ccncc2)nc2cccnc21)c1ccccc1Cl
  -25	-18	-59	-228	-66	-61	-10	-12
- Cc1ccccc1CCN1C(=O)CCC1(C)C(=O)NCc1ccccc1 (stereo not drawn)
  1	2	-24	-5	-10	-5	-3	-11
- Cc1ccccc1C(=O)Nc1ccc(-c2ccc(N3CCOCC3)nn2)cc1
  10	0	-1	-3	-3	0	0	1

(listing goes on)
Sequence of screens: USP8 block	UCHL1 inh	USP17 block	USP30 inh	USP28 inh	OTUD3 block	USP10 inh	USP7 inh
- CC(=O)c1ccc(NC(=O)c2ccc(N3CCCCS3(=O)=O)cc2Cl)cc1
  31*	9	52*	4	25	8	10	14
- CCc1cc(C(=O)NC2CC2)nc2cc(-c3ccccn3)nn12
  8	0	-16	-17	-4	2	1	2
- CC(C)c1ccc(NC(=O)CN2C(=O)COc3ccc(C(=O)N4CCCC4)cc32)cc1
  -74	3	-14	10	5	9	0	-1
- Cc1cc(Oc2ccc(F)cc2F)nc2ccccc12
  4	0	-3	-1	31*	5	1	-6
- O=C(CCc1nnc2n(Cc3ccccc3Cl)c(=O)c3ccccc3n12)NCc1ccccc1
  47*	0	18	-3	5	11	15	7
- CC(=O)N1c2ccc(S(=O)(=O)NCC3CCC(C(=O)Nc4cccnc4)CC3)cc2CC1C (stereo not drawn)
  1	-1	0	-1	4	-9	-2	1
- COC(=O)c1ccc(NC(=O)CN2CCC(C(N)=O)(N3CCCCC3)CC2)cc1
  -1	-4	-18	-39	-10	-10	-8	-2
- O=C(CSc1nc(=O)n2ccccc2n1)Nc1ccccc1
  -13	-3	-4	-14	-10	-10	-4	1
- Cc1cc(F)ccc1N1C(=O)CN(S(C)(=O)=O)CC1(C)C(=O)NCc1ccccc1 (stereo not drawn)
  6	-1	1	-5	-1	1	1	-1
- CC(=O)N1CCN(C(=O)CCC2CCCN(c3cc(NC4CC4)ncn3)C2)CC1 (stereo not drawn)
  -57	-6	-27	-36	-23	-11	-7	-16
- Cc1c(S(=O)(=O)NC2CCCCCC2)cc(C(=O)N2CCCC2)n1C
  8	0	18	8	12	5	0	0
- Cc1ccc(C2N=C(N3CCCCC3)Nc3nc(C)cc(=O)n32)cc1 (stereo not drawn)
  -13	-7	-20	-40	-7	-15	-10	-6
- COc1ccc(OC)c(C2NC(c3cc(OC)ccc3OC)C(C)C(O)(c3ccc(F)cc3)C2C)c1 (stereo not drawn)
  -25	2	-11	-2	-2	-3	0	3
- Fc1ccc(Cn2c(-c3cccnc3Cl)nc3ccccc32)cc1
  3	-1	-5	-56	6	-3	-2	-42
- CCOc1ccc(S(=O)(=O)Nc2ccc3c(c2)CC(=O)N3CC)cc1
  4	0	0	0	5	5	0	0

Taken from the listing, 4 compounds:
Sequence of screens: USP8 block	UCHL1 inh	USP17 block	USP30 inh	USP28 inh	OTUD3 block	USP10 inh	USP7 inh
- CC(C)c1ccc(NC(=O)CN2C(=O)COc3ccc(C(=O)N4CCCC4)cc32)cc1
  -74	3	-14	10	5	9	0	-1
- Cc1cc(Oc2ccc(F)cc2F)nc2ccccc12
  4	0	-3	-1	31*	5	1	-6
- O=C(CCc1nnc2n(Cc3ccccc3Cl)c(=O)c3ccccc3n12)NCc1ccccc1
  47*	0	18	-3	5	11	15	7
- CC(=O)N1c2ccc(S(=O)(=O)NCC3CCC(C(=O)Nc4cccnc4)CC3)cc2CC1C (stereo not drawn)
  1	-1	0	-1	4	-9	-2	1

Further compounds follow.
Sequence of screens: USP8 block	UCHL1 inh	USP17 block	USP30 inh	USP28 inh	OTUD3 block	USP10 inh	USP7 inh
- O=C(c1noc2ccc(S(=O)(=O)NC3CCCC3)cc12)N1CCCCC1
  -22	1	-4	8	6	5	-1	-5
- CC(C)Cc1cc(C(=O)N2CCOCC2c2ccn[nH]2)on1 (stereo not drawn)
  2	1	0	4	3	3	2	0
- CC(O)C1OC(=O)c2c(O)cc(O)cc21 (stereo not drawn)
  0	0	1	22	3	12	-1	1
- CC(C)c1ccccc1NC(=O)c1c2c(nc3ccccc13)CCN(Cc1ccccc1)C2
  6	-15	-82	-376	-87	-99	-4	-14
- O=c1[nH]c2cc(-c3noc(CNS(=O)(=O)c4ccccc4)n3)ccc2n1C1CCCC1
  -2	0	-18	-11	12	-20	2	-22
- COc1cc(C2c3[nH]c4ccccc4c3C[C@@H]3C(=O)N(CCC4=CCCCC4)CC(=O)N23)cc(OC)c1OC (stereo partly drawn)
  -37	-3	-106	-225	-78	-47	-9	-10
- O=C(c1ccccc1Cl)N1CCN(Cc2cc(=O)oc3cc(O)ccc23)CC1
  -6	-4	6	-2	0	-2	-2	4
- COc1ccc(NC(=O)C(C)Sc2nc(N)cc(N)n2)cc1 (stereo not drawn)
  3	1	-16	/	/	-3	2	6

Bioassay records: PubChem BioAssay, Dana-Farber Cancer Institute and Novartis Institutes for BioMedical Research (Cambridge, Mass)
